# SENP6 block – SENP6 protease inhibitors, primary screen, biochemical, luminescence, uHTS; actives 1.8% (n = 330,000); Sentrin-specific protease 6 (Homo sapiens), Q9GZR1; Recombinant SENP6 catalytic domain, aminoluciferin luminescence; inhibition, % at 10 µM; AID 2599, 2010;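 active = inhibition above about 50% at the single tested dose, limit read from the data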;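 also: plate controls were DMSO wells with enzyme for no effect and DMSO wells lacking enzyme for full effect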
# SENP7 block – SENP7 protease inhibitors, primary screen, biochemical, luminescence, uHTS; Sentrin-specific protease 7 (Homo sapiens), Q9BQF6; recombinant SENP7, Z-RLRGG-aminoluciferin luminescence, 40 min; inhibition, % at 5 µM; actives 1.5% (n = 330,000); AID 434973, 2010;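 active = inhibition above about 50% at the single test dose, limit read from the data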;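 also: plate controls were DMSO with enzyme for no effect and no enzyme buffer wells for full effect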
# HKDC1 inhibitor – HKDC1 hexokinase inhibitors, primary screen, biochemical, fluorescence, uHTS; AID 493160, 2011; Q2TB90; inhibition, % at 20 µM; recombinant HKDC1, G6PDH/diaphorase resazurin coupled fluorescence; actives 0.16% (n = 340,000);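 active = inhibition above about 35% when tested at 20 µM, limit read from the data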;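 also: plate controls were DMSO wells with enzyme for no effect and DMSO wells lacking enzyme for full effect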
#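 System: Recombinant HKDC1 hexokinase | Amount: HKDC1 at 5 µg/mL | Reagent: Glucose with 1 mM ATP | Doses: Single 20 µM dose | Incubation: Reaction time 90 min, room temperature, protected from light | Signal: Coupled resazurin fluorescence, excitation 525 nm, emission 613 nm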
# PfGluPho inh – PfG6PD enzyme inhibitors, primary screen, biochemical, fluorescence intensity, uHTS; glucose-6-phosphate dehydrogenase-6-phosphogluconolactonase (Plasmodium falciparum 3D7); inhibition, % at 20 µM; PfGluPho enzyme, NADPH resazurin-diaphorase fluorescence; AID 504690, 2011; actives 0.78% (n = 350,000);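 active = inhibition reaching at least a set limit at 20 µM in the primary screen, cut at about 59% in these data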;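 also: 0% = DMSO wells with substrate and 100% = DMSO wells lacking glucose-6-phosphate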
# SENP8 block-1 – SENP8 protease inhibitors, primary screen, biochemical, luminescence; Sentrin-specific protease 8 (Homo sapiens), Q96LD8; purified SENP8, Z-RLRGG-aminoluciferin cleavage; inhibition, % at 10 µM; actives 1.2% (n = 330,000); AID 2540, 2010; in the data active = inhibition above about 50%
# SENP1 FRET inh – human SENP1 catalytic domain inhibitors, primary screen, biochemical, FRET, uHTS; actives 0.21% (n = 360,000); recombinant SENP1 catalytic domain, CyPet-SUMO1-YPet FRET cleavage; Sentrin-specific protease 1 (Homo sapiens), Q9P0U3; inhibition, % at 10 µM;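 active = inhibition at least 30% at 10 µM, raw YFP signal under a set limit, fluorescence ratio 0.5 to 1.5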;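 also: 0% = enzyme with DMSO and 100% = no enzyme wells; some results filed as inactive read as strong as hits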
#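 Assay system: hSENP1 catalytic domain, recombinant. Amount: SENP1 enzyme, 20 pM final. Schedule: 50 min reaction, RT, dark. Technique: FRET, CFP and YFP emission. Control set: no-enzyme wells low, DMSO-plus-enzyme wells high control.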
# SENP8 block-2 – human SENP8 protease inhibitors, primary screen, biochemical, fluorescence, Nedd8 protein substrate, uHTS; recombinant SENP8; AID 602440, 2012; actives 0.64% (n = 360,000); Sentrin-specific protease 8 (Homo sapiens), Q96LD8; inhibition, % at 20 µM; in the data active = inhibition mostly above about 40%, no sharp cut-off; inactive = mostly below about 27%
# Apaf1 inhib – inhibitors of human Apaf-1 apoptosome, primary screen, biochemical, DEVD-Rh110 fluorescence, uHTS. Apoptotic protease-activating factor 1 (Homo sapiens), O14727. reconstituted apoptosome caspase-3 activity. inhibition, % at 20 µM. actives 0.71% (n = 330,000). AID 489030, 2010; active = inhibition of at least 40% at 20 µM;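 also: plate controls were DMSO wells for no effect and DEVD-CHO caspase inhibitor wells for full effect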
# Target sequence (O14727 whole entry, looked up): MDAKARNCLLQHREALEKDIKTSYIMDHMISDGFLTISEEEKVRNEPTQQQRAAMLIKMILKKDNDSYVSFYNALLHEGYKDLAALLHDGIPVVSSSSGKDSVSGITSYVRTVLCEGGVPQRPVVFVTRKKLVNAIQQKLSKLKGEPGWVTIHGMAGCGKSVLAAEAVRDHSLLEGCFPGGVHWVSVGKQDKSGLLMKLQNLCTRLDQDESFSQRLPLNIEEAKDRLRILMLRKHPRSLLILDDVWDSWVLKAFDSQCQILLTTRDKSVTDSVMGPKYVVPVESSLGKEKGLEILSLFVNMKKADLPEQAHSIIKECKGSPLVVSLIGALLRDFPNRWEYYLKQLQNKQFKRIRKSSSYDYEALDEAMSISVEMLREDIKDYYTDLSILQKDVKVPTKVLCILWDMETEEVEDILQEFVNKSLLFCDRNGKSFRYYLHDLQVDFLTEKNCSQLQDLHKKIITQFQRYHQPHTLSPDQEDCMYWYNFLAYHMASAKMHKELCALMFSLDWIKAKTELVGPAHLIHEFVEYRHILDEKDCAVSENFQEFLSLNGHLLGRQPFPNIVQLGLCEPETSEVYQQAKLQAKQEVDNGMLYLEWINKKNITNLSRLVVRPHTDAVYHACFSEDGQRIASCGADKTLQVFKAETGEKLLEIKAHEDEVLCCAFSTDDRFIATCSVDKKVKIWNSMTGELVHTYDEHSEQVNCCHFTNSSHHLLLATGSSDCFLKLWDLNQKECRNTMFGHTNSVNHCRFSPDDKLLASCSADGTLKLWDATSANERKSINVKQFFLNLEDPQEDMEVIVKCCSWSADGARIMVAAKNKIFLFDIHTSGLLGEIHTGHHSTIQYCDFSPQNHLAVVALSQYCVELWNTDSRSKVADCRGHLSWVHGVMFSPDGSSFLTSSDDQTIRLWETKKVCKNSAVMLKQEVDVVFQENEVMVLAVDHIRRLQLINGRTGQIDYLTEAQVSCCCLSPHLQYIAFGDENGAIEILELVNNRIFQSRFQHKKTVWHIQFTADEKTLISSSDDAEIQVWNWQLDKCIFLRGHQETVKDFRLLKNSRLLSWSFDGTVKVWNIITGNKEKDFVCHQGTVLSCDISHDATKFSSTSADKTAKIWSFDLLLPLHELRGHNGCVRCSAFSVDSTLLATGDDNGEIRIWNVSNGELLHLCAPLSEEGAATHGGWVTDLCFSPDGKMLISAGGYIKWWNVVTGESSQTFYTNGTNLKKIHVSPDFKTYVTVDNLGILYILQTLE
#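 Medium: Hepes buffer, pH 7.5 / System: biochemical Apaf-1 apoptosome reconstitution / Measured by: Rh110 fluorescence, excitation 480 nm, emission 540 nm / Times: compound with Apaf-1, dATP, procaspase-3 30 min, then 50 min reaction, room temperature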
# * = called active by the depositor; . = no result given.
SMILES,SENP6 block,SENP7 block,HKDC1 inhibitor,PfGluPho inh,SENP8 block-1,SENP1 FRET inh,SENP8 block-2,Apaf1 inhib
CCc1ccc(NC(=O)Cn2cnc([N+](=O)[O-])c2)cc1,20,-3,1,1,-5,0,19,-5
COc1ccc(OC)c(NC(=S)NCc2cccnc2)c1,5,-5,-14,-9,-3,2,-6,0
Oc1[nH]c2ccccc2c1/C=N/N1CCCCC1,-11,1,-14,-9,-7,-6,-18,7
COc1ccc(OC)c(NC(=O)CC(Cc2ccccc2OC)C(=O)O)c1 (stereo not drawn),14,5,-1,-13,-1,3,14,-11
Clc1cccc(Cl)c1CSc1nnc(CN2CCOCC2)n1-c1ccccc1,9,6,-6,-21,-2,-1,17,12
Cc1nc(-c2cccc(Cl)c2)n[nH]1,-15,0,0,0,-7,0,23,-2
COc1cccc(/C=N/NC(=O)C(C)n2nnc3ccccc32)c1 (stereo not drawn),-2,1,-5,7,-1,1,8,-10
CC(C)c1ccc(NC(=O)CSc2nc3ccsc3c(=O)n2Cc2ccc(C(=O)O)cc2)cc1,-2,-14,4,-12,-20,1,8,19
COc1ccc(Cn2nnnc2C(c2cccs2)N2CCN(c3ccc([N+](=O)[O-])cc3)CC2)cc1 (stereo not drawn),-2,8,1,11,6,-14,21,8
O=C(c1cccs1)c1coc2ccc(O)cc12,54*,28,0,-4,21,2,24,11
Cc1ccc(Cn2c(O)c(N=O)c3ccccc32)cc1,-30,10,1,-14,-20,1,13,4
COCCNC(=S)N/N=C/c1ccc(OCc2ccc(C(=O)OC)cc2)cc1,-17,-12,-4,-1,-11,0,-51,-7
O=C(O)CCc1nn2c3ccccc3n(Cc3ccccc3F)c2nc1=O,-6,9,-5,-5,0,0,-444,2
CN(C)CCCNC(=O)C(=O)NCC1CCCO1 (stereo not drawn),-6,8,-5,8,-2,2,13,4
COC(=O)c1c(NC(NC(=O)C(C)C)C(Cl)(Cl)Cl)sc2c1CCC2 (stereo not drawn),4,-4,-7,27,-4,-2,16,15
CC(C)c1ncc(C(O)c2cccc3ccccc23)n1C (stereo not drawn),-17,7,-1,1,4,2,20,2
COc1ccc(-n2cnnc2SCc2ncc(-c3ccccc3)o2)cc1,-3,-8,2,7,2,-1,-1,9
COc1ccccc1N1CCN(C(=O)CSc2nc3ncnc(N)c3[nH]2)CC1,-2,13,-5,-8,-1,1,5,-10
CN(C)c1ccc(/C=N/NC2=NS(=O)(=O)c3ccccc32)cc1,4,-11,1,-24,-6,21,-3,1
Cc1ccc2c(Cl)c(C(=O)NCCc3ccccc3)sc2c1,23,49,-11,21,-11,-4,3,6

# Seven structures out of the list, ordered by molar mass, lowest first:
SMILES,SENP6 block,SENP7 block,HKDC1 inhibitor,PfGluPho inh,SENP8 block-1,SENP1 FRET inh,SENP8 block-2,Apaf1 inhib
O=C(c1cccs1)c1coc2ccc(O)cc12,54*,28,0,-4,21,2,24,11
CC(C)c1ncc(C(O)c2cccc3ccccc23)n1C (stereo not drawn),-17,7,-1,1,4,2,20,2
COc1cccc(/C=N/NC(=O)C(C)n2nnc3ccccc32)c1 (stereo not drawn),-2,1,-5,7,-1,1,8,-10
COc1ccc(-n2cnnc2SCc2ncc(-c3ccccc3)o2)cc1,-3,-8,2,7,2,-1,-1,9
O=C(O)CCc1nn2c3ccccc3n(Cc3ccccc3F)c2nc1=O,-6,9,-5,-5,0,0,-444,2
COc1ccc(OC)c(NC(=O)CC(Cc2ccccc2OC)C(=O)O)c1 (stereo not drawn),14,5,-1,-13,-1,3,14,-11
COCCNC(=S)N/N=C/c1ccc(OCc2ccc(C(=O)OC)cc2)cc1,-17,-12,-4,-1,-11,0,-51,-7

# Next entries
SMILES,SENP6 block,SENP7 block,HKDC1 inhibitor,PfGluPho inh,SENP8 block-1,SENP1 FRET inh,SENP8 block-2,Apaf1 inhib
COc1ccc(CC(=O)Nc2ccc(F)c(Cl)c2)cc1S(=O)(=O)N1CCOCC1,9,-5,-3,-13,-13,0,4,21
CCCC(C)NC(=S)NC(=O)c1cc(S(=O)(=O)N2CCOCC2)ccc1C (stereo not drawn),6,0,5,5,4,-3,16,11
CN(Cc1ccccc1)c1nc(N)c([N+](=O)[O-])c(NCc2ccccc2)n1,7,-3,-14,13,-1,1,12,16
Cc1ccc(S(=O)(=O)N2CCN(C(=O)CN3CCOCC3)C2c2ccccc2)cc1 (stereo not drawn),3,11,-6,-11,2,2,19,0
COc1ccc(C(O)(CCc2ccccc2)CCN2CCCCC2)cc1 (stereo not drawn),-12,6,-3,-9,2,1,19,-7
CC(=O)Nc1ccc(C(=O)NCC(=O)OCc2ccccc2F)cc1,11,-6,0,-3,3,3,10,-5
COc1ccccc1C(=O)n1nc(-c2ccco2)nc1SC,12,4,0,17,3,3,14,-7
O=C(COC(=O)c1ccc([N+](=O)[O-])o1)Nc1ccc(Br)cc1F,4,6,1,14,-11,-21,-8,28
COc1ccc(CCNC(=O)C2(C)CCC(=O)N2Cc2ccc3c(c2)OCO3)cc1OC (stereo not drawn),4,-4,0,-8,-3,2,17,4
Cc1nc(SCC(=O)NCCc2ccccc2)c2oc3ccccc3c2n1,6,5,-7,-10,4,11,3,-2
CCC(=O)c1ccc(NC(C)=O)cc1O,-2,1,3,-3,7,-1,-5,-4
CCc1ccc(N(CC(=O)NCc2ccco2)C(=O)CCC(=O)Nc2nccs2)cc1,-11,-4,-5,10,2,-1,-1,10
Cc1ccccc1NC(=S)NCCSc1ccc(Cl)cc1,-9,-2,1,20,-7,-1,8,14
CCNC(=O)C1CC(=O)N(Cc2ccc(F)cc2)C(=Nc2ccc(OC)cc2)S1 (stereo not drawn),0,-2,-7,2,5,0,14,-3
CC(=O)Nc1ccc(N/C=C/C(=O)C(C)(C)C)cc1,9,-6,0,-6,-5,-2,-65,-13
Cc1ccc(C2=NNC(=Nc3ccc(F)cc3)SC2)cc1,.,.,-70,9,.,0,-32,.
CC1=NC(C)Cc2ccccc21 (stereo not drawn),-1,1,-10,-11,0,0,11,-20
Cc1nc(-c2ccc(Cl)cc2)sc1C1(C)CC(c2cccnc2)=NO1 (stereo not drawn),33,8,1,14,19,-5,-182,18
COc1ccc(CCNC(=O)c2ccc(CNS(=O)(=O)c3ccccc3)cc2)cc1OC,4,3,-8,-2,-1,0,19,2
CC1CCC(NC(=O)CN(C)S(=O)(=O)c2cnc[nH]2)CC1 (stereo not drawn),-6,-2,-9,-1,0,-1,10,1
CCOC(=O)c1cnc2ccccc2c1Nc1cccc(C(=O)O)c1,1,7,-3,12,10,2,-3,-8
OCOCCCn1c(C2CCCN2c2nc(-c3ccc(F)cc3)cs2)nc2cc(Cl)c(N3CCCCC3)cc21 (stereo not drawn),-7,-2,-3,20,-2,-6,-6,25
COc1ccc(Nc2nnc(-c3ccc(C(N)=O)cc3)c3ccccc23)cc1,-6,-2,10,31,-10,3,-1,19
Cc1cc(=O)[nH]c(SCC(=O)N2CCCC(C)C2)n1 (stereo not drawn),-18,0,-4,6,4,2,16,1
Cn1c(SC/C=C/c2ccccc2)nnc1-c1cnccn1,-7,-1,-7,7,-7,-1,-27,3
Nc1ccccc1SCC1CSc2nc3ccccc3c(=O)n21 (stereo not drawn),-13,3,-3,-2,-5,2,-3,7
CSc1ncccc1C(=O)OCC(=O)Nc1cccc(S(=O)(=O)N2CCOCC2)c1,-8,1,-3,6,9,1,8,7
Cc1ccc(C(=O)NCCc2c[nH]c3ccccc23)c(C)c1,-13,2,-8,-2,-1,-1,10,10
COc1ccc(C(=O)NCC(=O)OCC(=O)Nc2cc([N+](=O)[O-])ccc2F)cc1,-33,4,12,17,-3,2,11,-11
COc1ccccc1-n1nnnc1SCC(=O)N1CCCC1=O,-2,11,-5,-18,-7,1,13,0
CCCC(C)NC(=O)CSc1nc(-c2ccccc2)cn1N (stereo not drawn),-11,2,-3,-11,6,-2,10,-9
O=C(COC(=O)Cc1n[nH]c(=O)c2ccccc12)Nc1c(Cl)cccc1C(F)(F)F,-2,-4,-1,3,-20,3,8,6
Cc1nnc(SCCn2c(N(C)Cc3ccccc3)nc3c2c(=O)[nH]c(=O)n3C)s1,2,0,-1,0,0,1,11,3
COc1ccc(-c2onc(C)c2C)cc1S(=O)(=O)NCCc1ccco1,1,-5,-3,4,-5,0,3,1
Cc1nn(C)c(C(=O)NNC(=O)NC2CCCCC2)c1Cl,-22,2,1,-5,-8,0,12,1
Fc1ccc2c(Cl)c(-c3nnc(-c4cccs4)o3)sc2c1,6,69*,-6,-17,-10,1,-332,-19
CC(=O)NC(Cc1ccc(F)cc1)C(=O)NC1CCN(C(=O)NCc2ccccc2)CC1 (stereo not drawn),10,-6,-3,-8,2,6,10,-4
CC(=O)Nc1ccc(NC(=O)C2CCN(C(=O)c3ccc([N+](=O)[O-])cc3)CC2)cc1,2,-2,-7,-11,3,1,9,-18
CN(Cc1ccccc1)Cc1nc2c(c(=O)n(C)c(=O)n2C)n1CCc1ccccc1,-16,-3,-5,2,-15,1,-1,13
NS(=O)(=O)c1ccc(CCNC(=O)C(=O)NCC2OCCN2S(=O)(=O)c2cccs2)cc1 (stereo not drawn),10,-6,0,-9,-1,-1,8,0
Cc1cc(C)n(-c2nc3ccccc3n3nnnc23)n1,2,6,5,-4,9,-3,4,-1
Cc1cc(C(=O)Nc2c(F)cc(F)cc2Br)n(-c2ccccc2)n1,-20,-9,-2,7,-11,-3,4,5
CC(C)(C)NC(=O)C(=O)N/N=C/c1cccs1,-16,4,-5,-7,1,3,15,-6
O=C(c1cccs1)N1CCC(c2nc3c(nnn3Cc3ccccc3Cl)c(=O)[nH]2)CC1,-51,4,5,1,-2,1,16,26
COC(=O)c1ccc(Oc2cc(C)nc(SC)n2)cc1,-4,2,3,-11,-2,0,19,4
O=C(O)c1ccccc1C(=O)Nc1cccc([N+](=O)[O-])c1,10,2,-5,-12,3,3,23,-2
S=c1[nH]nc(Cn2cnc3ccccc32)n1-c1ccccc1Cl,-19,-3,-5,33,-10,2,-14,-9
COc1cc2c(cc1OC)C(c1ccc3c(c1)OCO3)CC(=O)N2 (stereo not drawn),7,-3,-7,-5,1,0,5,-16
N#Cc1ccccc1NC(=O)COC(=O)/C=C/c1ccc(S(=O)(=O)N2CCOCC2)cc1,-6,-5,1,0,6,1,9,-11
O=C(OCC(=O)N1CCN(c2ccccc2)CC1)c1ccc(Cl)nc1,0,3,-1,2,0,-1,11,-5
CCCCC(=O)N(c1ccc(C(=O)O)cc1)c1nc(-c2ccc(Cl)cc2)c(CC)s1,2,-5,10,-21,-1,-1,3,23
CCOP(=O)(c1ccc(N(C)C)cc1)C(O)c1ccc(Cl)cc1 (stereo not drawn),-8,0,-4,4,0,1,13,11

# Rows are unselected (roughly 3.6% active in at least one column).
